TRb-SRC2 inh = disrupts binding of human TR beta to SRC2; P10828; TRbeta-SRC2 peptide binding, fluorescence polarization; receptor liganded with 1 µM T3; Potency, µM (doses to about 106 µM), without a hit: top-dose activity change, negative = inhibition, actives largely listed as inhibitors; 0.065% of 280,000 active; AID 1469;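 further: plate controls were bound peptide for no effect and peptide without receptor for full effect; nearly all actives have a fitted effect of over 50% in size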
Target sequence (P10828 whole entry, looked up): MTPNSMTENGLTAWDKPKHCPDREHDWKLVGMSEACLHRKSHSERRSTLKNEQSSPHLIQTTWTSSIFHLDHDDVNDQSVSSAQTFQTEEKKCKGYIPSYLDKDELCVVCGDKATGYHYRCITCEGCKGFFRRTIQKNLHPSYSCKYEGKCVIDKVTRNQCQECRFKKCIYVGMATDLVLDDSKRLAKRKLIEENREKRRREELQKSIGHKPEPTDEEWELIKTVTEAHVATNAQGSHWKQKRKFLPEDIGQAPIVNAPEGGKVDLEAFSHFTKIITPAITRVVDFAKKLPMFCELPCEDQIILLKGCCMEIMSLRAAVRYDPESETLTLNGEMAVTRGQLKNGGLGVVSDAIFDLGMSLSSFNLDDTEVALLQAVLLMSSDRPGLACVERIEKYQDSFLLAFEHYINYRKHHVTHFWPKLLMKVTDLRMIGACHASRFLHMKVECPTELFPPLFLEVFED
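Fluorescence polarization of 20 nM Texas Red SRC2 peptide (20-aa NR interaction domain) bound to 0.6 uM human TRb ligand-binding domain, with 1 uM T3, after 5 hr at ambient temperature; inhibition seen as decreased polarization.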
KDM4E inh = blocks human JMJD2E demethylase activity | B2RXH2 | JMJD2E catalytic domain, FDH-coupled NADH fluorescence (FDH is formaldehyde dehydrogenase) | Potency, µM (highest dose often 57.1 µM), for the others: at the highest dose activity change, negative = inhibition, actives largely listed as inhibitors | 1.6% of 230,000 active | AID 2147; active means well fitted inhibition curve with a large enough effect, not every such curve was filed as active; inconclusive means small, poorly fitted or top-dose-only effect, or another doubt; inactive means no such curve, though single readings can be large or run the other way;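 further: 0% = wells with enzyme and -100% = buffer wells without enzyme; nearly all actives have a fitted effect of over 50% in size; many of its hits are not listed in these tables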
ALDH1A1 inh = blocks purified human ALDH1A1 activity; Purified ALDH1A1, NADH fluorescence, propionaldehyde substrate; 7.3% of 220,000 active; Potency, µM (series often up to 75.3 µM), for the others: top-dose activity, negative = inhibition, usual class: inhibitors; P00352; active means well fitted inhibition curve with a large enough effect, not every such curve was filed as active; inconclusive means small, poorly fitted or top-dose-only effect, or another doubt; inactive means no such curve, though single readings can be large or run the other way;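 further: plate controls were no enzyme wells and a reference inhibitor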
Target sequence (P00352 whole entry, looked up): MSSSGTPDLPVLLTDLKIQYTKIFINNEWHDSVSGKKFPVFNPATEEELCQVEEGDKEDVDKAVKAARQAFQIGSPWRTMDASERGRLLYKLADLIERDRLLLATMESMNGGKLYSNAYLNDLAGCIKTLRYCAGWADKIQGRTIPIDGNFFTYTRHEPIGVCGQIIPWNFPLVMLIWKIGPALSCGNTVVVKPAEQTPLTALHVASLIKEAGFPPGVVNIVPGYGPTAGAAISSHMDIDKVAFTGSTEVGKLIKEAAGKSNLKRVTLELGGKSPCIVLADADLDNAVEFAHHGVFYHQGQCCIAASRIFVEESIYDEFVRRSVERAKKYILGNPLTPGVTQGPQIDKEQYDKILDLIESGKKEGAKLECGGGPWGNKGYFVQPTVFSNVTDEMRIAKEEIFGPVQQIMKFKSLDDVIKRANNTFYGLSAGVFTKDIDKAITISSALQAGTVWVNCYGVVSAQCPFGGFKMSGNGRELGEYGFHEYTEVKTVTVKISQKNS
RECQ1 helicase = blocks DNA unwinding by human RECQ1 | P46063 | RECQ1 DNA unwinding, red fluorescence kinetic read | Potency, µM (doses to about 57.3 µM), inactives show at the highest dose activity, negative = inhibition, usual class: inhibitors | 0.54% of 240,000 active | AID 2549;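 further: plate controls were vehicle for no effect and no enzyme for full effect; nearly all actives have a fitted effect of over 30% in size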
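50 nM RECQ1T1 preincubated 15 min with compound in Tris pH 8.0 buffer with MgCl2, DTT, Tween-20 and 2.5 ug/ml poly(dI-dC); started with 200 nM TAMRA/BHQ-2 forked duplex and 2 mM ATP. Unwinding read as fluorescence (525/598 nm), two reads 2 h apart.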
RGS12 GoLoco inh = blocks human Gai1 binding to RGS12 GoLoco peptide, red readout | P63096 | Gai1:RGS12 GoLoco peptide FP, rhodamine, 10 min | Potency, µM (highest dose often 61.6 µM), for inactives: at the highest dose activity, negative = inhibition, usual class: inhibitors | 0.44% of 230,000 active | AID 880; active means well fitted inhibition curve with a large enough effect, not every such curve was filed as active; inactive means no such curve, though single readings can be large or run the other way; further: on the % scale 0 is the no-effect control and ±100 the full control effect; nearly all actives have a fitted effect of over 30% in size; many of its hits are not listed in these tables
Lamin A splicing = changes lamin A minigene splicing in HeLa cells. Potency, µM (top dose mostly 46.1 µM), for inactives: at the highest dose ratio change, negative = inhibition, actives largely listed as inhibitors. AID 1487. HeLa LMNA splicing GFP/RFP minigene ratio, 48 h. 0.01% of 200,000 active; active means well fitted inhibition curve with a large enough effect in the signal ratio, with a control signal flat, not every such curve was filed as active; inconclusive means small, poorly fitted or top-dose-only effect, or effect the other way, or a change in a side signal; the % refers to the signal ratio; further: on the % scale 0 is the no-effect control and ±100 the full control effect
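S3 HeLa stable clones carrying a lamin A-EGFP splicing minigene plus DsRed2 were seeded at 600 cells/well in Opti-MEM with 2% FBS, pin-dosed and incubated 48 h at 37°C. Acumen cytometry (488 nm) gave the GFP/RFP total-intensity ratio.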
TexasRed fluor = Texas Red fluorescence interference in TRb-SRC2 counter-screen | AID 1479 | TRb/SRC2 Texas Red total fluorescence interference | Potency, µM (titrated, usually from 106 µM), without a hit: top-dose fluorescence change, negative = quenching | 0.29% of 280,000 active; active means well fitted curve in either direction with a large enough effect; inconclusive means small, poorly fitted or top-dose-only effect; further: on the % scale 0 is the no-effect control and ±100 the full control effect
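Human TRβ ligand-binding domain (0.6 uM) and Texas Red SRC2 peptide (20 nM) in Tris buffer with 1 uM T3 and 5% DMSO were incubated with pinned compound for 5 hr at ambient temperature. Total fluorescence was computed as S + 2P (555/632 nm).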
SMN2 splice enh = SMN2 splice variant enhancement | 2.8% of 210,000 active | Potency, µM (doses to about 46.1 µM), for the others: at the highest dose activity change, positive = activation, hits mostly activators | HEK293 SMN2-luciferase splicing reporter, luminescence, 30-36 h; further: % of control where 0% means no effect; nearly all actives have a fitted effect of over 55% in size
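HEK293 cells carry an SMN2 minigene-luciferase reporter in which exon 7 inclusion puts luciferase in frame. Cells were seeded at 2000 cells/well, attached for 10-12 hours, then exposed to compounds for 30-36 hours at 37C before ONE-Glo luminescence.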
An asterisk follows results filed as active; i = inactive; ? = inconclusive; . = not tested or not shown; & = joins results of further samples; [ ] = remark or other dose. Unless noted, the call rests on the fitted dose curve; in most records, active means well fitted curve in the direction sought with a large enough effect; inconclusive means small, poorly fitted or top-dose-only effect, or another doubt; inactive means no such curve, though single readings can be large; an effect the other way counts as inactive or inconclusive. Potency means the concentration at half of the fitted maximal effect.

SMILES | TRb-SRC2 inh | KDM4E inh | ALDH1A1 inh | RECQ1 helicase | RGS12 GoLoco inh | Lamin A splicing | TexasRed fluor | SMN2 splice enh
Nc1ccc2c(c1)sc1ccccc12 | -9% | 0% | ? | 2% | -3% | -2% | -6% | ?
O=C(NCCc1c[nH]c2ccccc12)/C(=C/c1cccnc1)NC(=O)c1ccccc1 | 0% | 2% | 8% | -6% | 14% | . | 3% | 29%
COc1ccc(-c2noc(CSc3nc(N)cc(=O)[nH]3)n2)cc1 | -1%&2% | 4% | . | -11% | 0% | 4%[46 µM] | -1%&-19% | .
C(=C\c1ccccc1)/CNCC1CCCO1 (configuration not stated) | -5% | -2% | 25µM* | 5% | 3% | . | 0% | 7%
Cc1c(NC(=O)/C=C/c2ccc(S(=O)(=O)N3CCOCC3)cc2)c(=O)n(-c2ccccc2)n1C | -1% | -9% | 6% | 1% | 3% | . | -1% | .
CN(Cc1ccc(F)cc1)C(=O)CCc1nnc(-c2ccccc2)o1 | 3% | 3% | -10% | 0% | 3% | 6%[46 µM] | 2% | .
CNC(=O)c1csc(-c2cccs2)n1 | -4% | -27% | 5% | i | -6% | 6%[46 µM] | -10% | 18%
CNC(=S)NNC(=O)c1sc2cc(C(F)(F)F)cnc2c1-c1ccccn1 | 3% | ? | ? | 8% | 13% | 3%[46 µM] | -1% | 13%
Cc1cc(NC(=O)CSc2nnc(C3CC3)n2Cc2ccccc2)no1 | -10% | 2% | 2% | -13% | 7% | 1% | -1% | 0%
O=c1ccc(/C=C/c2ccccc2)nn1Cc1ccc(F)cc1 | -6% | ? | ? | -9% | 5% | -5%[46 µM] | -3% | -34%[inhibitor]

Full records, quoted from the list. Screens in order: TRb-SRC2 inh	KDM4E inh	ALDH1A1 inh	RECQ1 helicase	RGS12 GoLoco inh	Lamin A splicing	TexasRed fluor	SMN2 splice enh
Entry for `CNC(=O)c1csc(-c2cccs2)n1` → -4%	-27%	5%	i	-6%	6%[46 µM]	-10%	18%
Entry for `O=C(NCCc1c[nH]c2ccccc12)/C(=C/c1cccnc1)NC(=O)c1ccccc1` → 0%	2%	8%	-6%	14%	.	3%	29%
Entry for `Cc1cc(NC(=O)CSc2nnc(C3CC3)n2Cc2ccccc2)no1` → -10%	2%	2%	-13%	7%	1%	-1%	0%
Entry for `CN(Cc1ccc(F)cc1)C(=O)CCc1nnc(-c2ccccc2)o1` → 3%	3%	-10%	0%	3%	6%[46 µM]	2%	.
Entry for `O=c1ccc(/C=C/c2ccccc2)nn1Cc1ccc(F)cc1` → -6%	?	?	-9%	5%	-5%[46 µM]	-3%	-34%[inhibitor]

Later entries.
SMILES | TRb-SRC2 inh | KDM4E inh | ALDH1A1 inh | RECQ1 helicase | RGS12 GoLoco inh | Lamin A splicing | TexasRed fluor | SMN2 splice enh
COc1ccc(Cl)cc1NC(=S)N(CCN1CCOCC1)C1CCN(C(C)=O)CC1 | 6% | 1% | 6% | -15% | -1% | 2%[46 µM] | -3% | -13%
COc1ccc(NC(=O)CSc2ncn(-c3ccccc3)n2)cc1Cl | 2% | -1% | ? | -7% | 9% | -13% | 1% | -3%
c1ccc(CNn2nnnc2-c2ccccc2)cc1 | -15% | 6% | -2% | -1% | 5% | 11% | 0% | 2%
CC(C)NC(=O)C1CCN(C2CCN(C(=O)c3scc4c3CCCC4)CC2)CC1 | 2% | -1% | ? | -14% | 14% | . | -5% | .
CCOC(=O)Nc1nnc(-c2ccccc2OC)s1 | 7% | ? | -5% | -3% | 4% | -10% | -1% | ?
CNC(=O)NC(=O)CSc1nc2ccccc2n1CCOC | 2% | 0% | -1% | i | -2% | 4% | -5% | -9%
O=C1O[C@@H]([C@@H](O)CO)[C@@H](O)[C@H]1O | -7%[53 µM] | -7%[25.5 µM] | 8%[20.9 µM] | i | -5%[21.6 µM] | ? | ? | 2%[20.6 µM]
O=C(CSCc1ccccc1)Nc1nccs1 | -7% | 1% | -1% | -9% | 6% | ? | 0% | -6%
COC(=O)c1ccc(C(NC(=O)OCc2ccccc2)/C(I)=C/[C@@H](C)C(=O)NCc2ccncc2)cc1 (some centres not stated) | -1% | -6% | -11% | -14% | -18% | . | -8% | -2%
CCOc1ccc(C(=O)NC2CCN(CC(=O)NCc3cccs3)CC2)cc1 | -2% | -2% | -4% | -1% | 11% | . | -1% | 4%
O=C(OCCN1CCCCC1)c1ccc(Cl)cc1 | 0% | 6% | 10% | 6% | 7% | 6% | -1% | -1%
Clc1ccc(N=NN2CCOCC2)cc1 | 3% | 0% | 1% | -5% | 6% | . | -1% | .
COC(=O)Nc1c(-c2ccccc2)nc2ccccn12 | 1% | ? | ? | -5% | 7% | -2% | -6% | 3%
O=C(O)CCC(=O)Nc1cccc(C(=O)c2ccccc2)c1 | 5% | 3% | . | -1% | 6% | . | -1% | .
CCOC(=O)CNC(=O)N1CCCC(CNS(=O)(=O)Cc2ccccc2)C1 (configuration not stated) | -2% | -5% | 9% | i | 7% | 9%[46 µM] | 1% | .
CCOC(=O)c1c(NC(=O)COC)sc2c1CCCC2 | -1% | ? | ? | -3% | 5% | 6% | -4% | -19%
CC(C)COc1ccc(CNC(=S)N/N=C/c2ccc([N+](=O)[O-])cc2)cc1 | -15% | 9% | -11% | -6% | 6% | 12% | 2% | -1%
CCOc1ccc(-c2nc(CSc3nnc(N)s3)cs2)cc1OC | -1% | ? | -11% | 11% | 5% | -21% | -3% | 11%
CCOC(=O)CSc1nc2c(sc(=S)n2Cc2ccco2)c(=O)n1-c1ccccc1 | -12% | -1% | ? | -13% | 10% | 11%[0.0737 µM] | -3% | -13%
COc1ccc(C(=O)N2N=C(c3ccccc3)CC2(O)C(F)(F)F)cc1 (configuration not stated) | 0% | -7% | 14% | -5% | -3% | ? | 0% | 0%
COC(=O)c1ccccc1NC(=O)C1COc2ccccc2O1 (configuration not stated) | 14% | ? | ? | 9% | 1% | 7% | -3% | .
COc1ccc(CCNC(=O)c2cc3sccc3n2C)cc1OC | -9% | 0% | -14% | i | 3% | ? | -1% | -45%[inhibitor]
COCC(C)Nc1ncnc2c1cnn2-c1ccc(Cl)cc1 (configuration not stated) | -6% | ? | . | 13% | 13% | 11%[46 µM] | 0% | .
COCCNC(=O)C1CCN(S(=O)(=O)c2c(C)noc2/C=C/c2cccs2)CC1 | -5% | 0% | . | 0% | 15% | . | 0% | .
c1ccc(C2=Nc3cccnc3C(c3ccccc3)=NN2)cc1 | 7% | -11% | -1% | -9% | 7% | . | -5% | 15%
O=c1ccc(OCCOc2ccccc2)nn1-c1ccccc1 | 5% | 1% | 0% | -6% | 7% | 8% | -1% | 2%
COc1ccc(-c2c([C@H]3[C@H]4C=CC[C@@H](C)[C@@H]4C(=O)N3Cc3ccccc3)ccc3ccccc23)cc1OC | 4% | ? | . | -16% | 4% | . | 1% | .
CCn1cc(Br)c(C(=O)NC(=S)Nc2ccc(C(=O)OC)cc2)n1 | -3% | 3% | ? | 4% | 3% | ? | -3% | 20%
C[C@@H]1CC=C[C@@H]2[C@H]1C(=O)N(Cc1ccccc1)[C@H]2c1cccc(Br)c1 | -8% | . | 2% | i | -5% | . | ? | .
O=[N+]([O-])c1ccc(CSc2nnc(SCc3ccc(Cl)cc3)s2)cc1 | 8% | -5% | ? | -7% | . | ? | -5% | .
Cc1ccccc1CSc1nnc(Cn2c(=O)sc3ccccc32)n1C | 5% | 3% | 7% | -3% | -3% | -3% | -3% | -3%
O=C(Nc1ccc(N=Nc2ccccc2)c(NC(=O)C2CCCO2)c1)C1CCCO1 (configuration not stated) | 1% | -4% | ? | -2% | -1% | ? | -1% | -16%
CO/C=C/C#CC1(O)CCN(C)CC1 | 2% | 11% | 2% | -7% | 7% | -4% | 1% | 5%
N#C/C(=C\c1ccccc1)c1n[nH]c(Cn2cncn2)n1 | -3% | 2% | ? | 11% | 7% | 0% | -2% | 2%
Cc1ccc(C(C(=O)NC(C)(C)C)N(Cc2ccc3c(c2)OCO3)C(=O)c2ccc(CN3CCOCC3)o2)o1 (configuration not stated) | 2% | 2% | -3% | i | 10% | 11%[46 µM] | 0% | 6%
C/C(CS(=O)(=O)c1ccccc1)=N\O | -6% | -6% | 13% | i | 11% | 4%[9.22 µM] | -4% | -4%
CCCOc1ccc(C(=O)c2nc3c(n2O)CCCCC3)cc1 | -6% | ? | -6% | -5% | -10% | ? | -5% | -10%
CN=C1S/C(=C\c2ccc(N3CCOCC3)cc2C)C(=O)N1C | 2% | -2% | 8% | -4% | 24% | -10% | -2% | -29%

4 compounds already listed, ordered by length of the SMILES, lowest first.
SMILES | TRb-SRC2 inh | KDM4E inh | ALDH1A1 inh | RECQ1 helicase | RGS12 GoLoco inh | Lamin A splicing | TexasRed fluor | SMN2 splice enh
CO/C=C/C#CC1(O)CCN(C)CC1 | 2% | 11% | 2% | -7% | 7% | -4% | 1% | 5%
O=c1ccc(/C=C/c2ccccc2)nn1Cc1ccc(F)cc1 | -6% | ? | ? | -9% | 5% | -5%[46 µM] | -3% | -34%[inhibitor]
O=C1O[C@@H]([C@@H](O)CO)[C@@H](O)[C@H]1O | -7%[53 µM] | -7%[25.5 µM] | 8%[20.9 µM] | i | -5%[21.6 µM] | ? | ? | 2%[20.6 µM]
CCOC(=O)CSc1nc2c(sc(=S)n2Cc2ccco2)c(=O)n1-c1ccccc1 | -12% | -1% | ? | -13% | 10% | 11%[0.0737 µM] | -3% | -13%

These rows are one share of the data; rates above refer to the full screens.
